High-throughput results as filed in PubChem.
KAT2A inh: blocks human GCN5L2 histone acetyltransferase. Q92830. GCN5L2 HAT assay, ThioGlo1 CoA-SH fluorescence. Potency, µM (highest dose often 58.9 µM), inactives show at the top dose activity change, negative = inhibition, hits mostly inhibitors. 390,000 compounds, 0.21% hits. AID 504327
Target sequence (Q92830 whole entry, looked up): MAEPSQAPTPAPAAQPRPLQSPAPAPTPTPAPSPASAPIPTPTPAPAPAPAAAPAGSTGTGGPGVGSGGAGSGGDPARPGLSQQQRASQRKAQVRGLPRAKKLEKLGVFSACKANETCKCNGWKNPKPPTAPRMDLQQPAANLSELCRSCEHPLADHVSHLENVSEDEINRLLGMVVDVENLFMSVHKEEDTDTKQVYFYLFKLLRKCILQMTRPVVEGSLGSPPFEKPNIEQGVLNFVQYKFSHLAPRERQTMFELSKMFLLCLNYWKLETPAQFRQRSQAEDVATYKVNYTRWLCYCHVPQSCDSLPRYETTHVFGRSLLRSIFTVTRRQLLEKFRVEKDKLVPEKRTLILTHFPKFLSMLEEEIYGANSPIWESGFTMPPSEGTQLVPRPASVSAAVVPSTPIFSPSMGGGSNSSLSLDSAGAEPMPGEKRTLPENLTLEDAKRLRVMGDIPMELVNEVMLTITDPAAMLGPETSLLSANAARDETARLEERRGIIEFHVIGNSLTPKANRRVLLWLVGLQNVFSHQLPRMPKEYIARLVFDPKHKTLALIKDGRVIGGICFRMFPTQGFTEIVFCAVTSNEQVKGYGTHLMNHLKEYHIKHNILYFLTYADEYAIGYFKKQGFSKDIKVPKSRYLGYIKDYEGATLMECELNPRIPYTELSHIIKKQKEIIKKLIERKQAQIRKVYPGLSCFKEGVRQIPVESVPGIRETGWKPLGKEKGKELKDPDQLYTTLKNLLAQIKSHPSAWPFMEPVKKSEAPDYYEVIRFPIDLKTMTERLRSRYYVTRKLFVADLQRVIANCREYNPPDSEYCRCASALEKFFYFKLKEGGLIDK
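qHTS, 1536-well. 20nM enzyme, pH 7.5 HEPES/EDTA/Tween-20 buffer; 15 min compound preinc., RT. Start: 75uM H3(1-25), 70uM AcCoA, 50uM ThioGlo1. Read Ex340/Em540 at t=0 (autofluorescence flag) and t=20 min.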
TDP1 block: blocks human tyrosyl-DNA phosphodiesterase 1. Q9NUW8. recombinant TDP1, AlphaScreen DNA substrate cleavage. Potency, µM (top dose mostly 130 µM), without a hit: top-dose activity change, negative = inhibition, actives largely listed as inhibitors. 350,000 compounds, 0.28% hits. AID 485290; further: nearly all actives have a fitted effect of over 40% in size
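E. coli-derived human Tdp1, 1 nM final. Cpd preinc 15 min RT; substrate 15 nM final, 5 min RT; AS bead mix 10 ug/ml final, 10 min RT. Signal loss = tyrosine-FITC cleavage. No-enzyme wells = max signal.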
TDP1 cell noCPT: qHTS for Inhibitors of human tyrosyl-DNA phosphodiesterase 1 (TDP1): qHTS in cells in absence of CPT. Potency, µM (titrated, usually from 46.2 µM), without a hit: at the top dose activity change, negative = growth inhibition, most hits filed as inhibitors. AID 686978, 2013. 420,000 compounds, 15% hits. DT40 Tdp1-/- hTDP1 cells, no CPT, ATP luminescence, 48 h; further: nearly all actives have a fitted effect of over 55% in size
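Luminescent ATP content (CellTiter-Glo) served as the growth readout. Knockout chicken DT40 cells expressing human TDP1 were exposed to compounds without camptothecin for a minimum 48 hr at 37 °C.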
* marks the source's active call; other numbers are inactive results; ? = inconclusive; . = no result given; & = joins results of further samples; [ ] = dose if it differs, or a comment. The call rests on the fitted dose curve; in most records, active means well fitted curve in the direction sought with a large enough effect; inconclusive means small, poorly fitted or top-dose-only effect, or another doubt; inactive means no such curve, though single readings can be large; an effect the other way counts as inactive or inconclusive. On the % scale 0 is the no-effect control and ±100 the full control effect; potency means the concentration at half of the fitted maximal effect. Only part of the results is shown; count on the stated rates, not on these rows.

The line under a structure holds: KAT2A inh	TDP1 block	TDP1 cell noCPT
1) COc1ccc(S(=O)(=O)N2CCN(C(=O)Cc3ccsc3)CC2)cc1
→ -8%	-2%	?
2) COc1ccc(C2CC(=O)c3c([nH]c(C(=O)OC4CCC(C)CC4)c3C)C2)cc1OC (stereo unspecified)
→ 1%	0%[12.3 µM]	-14%
3) O=C(NCCCc1nc2ccccc2n1Cc1c(F)cccc1Cl)C1CCCCC1
→ -12%	-3%	-12%
4) Clc1ccc(COc2cccc(CNCc3ccncc3)c2)cc1
→ 2%	3%	18µM*
5) CC1CCC/C(=N\NC(=O)COc2ccccc2Cl)C1 (stereo unspecified)
→ 16%	0%	1%
6) Cc1nc2nc(-c3ccc(Cl)cc3)cn2nc1C
→ -2%	5%	-9%
7) Cc1cc(C)c2sc(NC(=O)c3ccc(N4C(=O)CCC4=O)cc3)nc2c1
→ -7%	8%	?
8) O=C(Nc1ccc(F)cc1F)c1cc(-c2ccco2)on1
→ -4%	-2%	?
9) O=C(NC1CCCCC1)c1ccc(CSc2nc3ccncc3n2Cc2ccccc2)cc1
→ -2%	5%	21µM*
10) O=C(CN1CCN(c2ccccn2)CC1)N1CCc2ccccc21
→ -12%	3%	3%
11) COc1ccc(N2C(=O)c3ccccc3NC23CCCC3)cc1
→ -9%	1%	-24%
12) CN(C)CCCNC(=O)c1cc(Br)ccc1O
→ -6%	-3%	-4%
13) COc1ccccc1N1CCN(C(=O)c2cc(=O)c3c(C)cc(C)cc3o2)CC1
→ -19%	.	-22%
14) CCC(C)NC(=O)CSc1nc(-c2ccc(F)cc2)cc(C(F)(F)F)n1 (stereo unspecified)
→ -9%	-3%	?
15) COc1cc2c(cc1OC)CN(CC(=O)Nc1ccc(F)cc1F)CC2
→ 18%	.	-23%
16) O=C1C=C(c2ccc3c(c2)oc2ccccc23)C[C@@H](c2ccc3c(c2)OCO3)C1
→ 0%	2%	?
17) COc1ccc(-n2nnc3c(=O)n(CC(=O)Nc4ccc5c(c4)OCCO5)cnc32)cc1OC
→ -12%	.	1%
18) O=C1CCCC(O)=C1C=Nc1ccc2c(c1)oc1ccccc12
→ -5%	-7%	?
19) S=C(Nc1cccc(Cl)c1Cl)N1CCCC1
→ 2%	4%	16%
20) Cc1ccccc1-c1nc(SCC(=O)NCC2CCCO2)c2c(=O)n(C)c(=O)n(C)c2n1 (stereo unspecified)
→ -22%	3%	-5%
21) COCCCNCCOCCOc1ccc(Cl)cc1Br
→ -4%	4%	?
22) CCOC(=O)CN(C(=O)CSc1nnc(-c2cccc(OC)c2)o1)c1ccc(F)cc1
→ -6%	-8%	16µM*
23) Cc1ccc(S(=O)(=O)N/N=C/c2ccc(O)c(O)c2)cc1[N+](=O)[O-]
→ -15%	-8%	0%
24) O=C(CSc1nnc(CNc2ccc(F)cc2)o1)N1c2ccccc2Sc2ccccc21
→ -21%	9%	26µM*
25) S=C(NCc1ccccc1)N1CCN(Cc2ccc3c(c2)OCO3)CC1
→ -9%	-3%	?
26) O=C1c2ccccc2C(Nc2ccc(S(=O)(=O)N3CCOCC3)cc2)N1Cc1ccco1 (stereo unspecified)
→ -1%	0%	?
27) CCOc1ccc(NC(=O)Cn2cc(S(=O)(=O)NC)c(S(=O)(=O)NC)c2)cc1
→ -8%	6%	-15%
28) Cc1cccc(NC(=O)c2ccc(OC3CSC3)cc2)c1
→ -5%	-1%	?
29) Cn1c(C(=O)NCCN2CCc3ccccc3C2)cc2c(=O)[nH]c3ccccc3c21
→ -9%	4%	16µM*
30) Nc1nc(SCC(=O)Nc2ccccc2Sc2ccc(Cl)cc2)n[nH]1
→ -9%	2%	-23%
31) CC1(C)Cc2cccc(Oc3ccc(S(=O)(=O)N4CCCC4)cn3)c2O1
→ 6%	0%	-30%
32) COc1ccc(-c2c(NCCc3ccccc3)c(=O)c2=O)cc1
→ -1%	.	-20%
33) Nc1c(C(=O)Nc2ccc3c(c2)OCCO3)nnn1Cc1ccc(Cl)cc1
→ -13%	3%	-22%
34) Cc1ccc(/C=C/c2nc3ccccc3c(=O)[nH]2)cc1
→ -7%	10%	?
35) Cc1cc(C)n(-c2ccc(C(=O)Nc3cccc([N+](=O)[O-])c3)cc2)n1
→ -1%	1%	?
36) COC(=O)C1=C(CS(=O)(=O)c2ccccc2)NC(=O)NC1c1ccccc1 (stereo unspecified)
→ 0%	1%	7%
37) COc1ccccc1CNC(=O)CSC(=S)N1CCCC1
→ -4%	.	-16%
38) Cc1cc2ccccc2c(=O)n1CC(=O)NCc1ccco1
→ -8%	6%	6%
39) COc1cc(Cl)c(C)cc1NC(=O)CCN1C(=O)NC(C)(C)C1=O
→ -2%	2%	-7%
40) c1ccc2nc3c(nc2c1)sc1nc2ccccc2n13
→ -20%	1%	.
41) CC(C)(C)c1ccc(C(=O)NCCCN2CCN(CCCNC(=O)c3ccc(C(C)(C)C)cc3)CC2)cc1
→ 2%	-1%	9.2µM*
42) COc1ccc(C(=O)N/N=c2\oc3ccccc3cc2C(=O)NCc2ccccc2)cc1
→ 23%	4%	15µM*
43) CCOC(=O)c1c[nH]n2c(=O)cc(C)nc12
→ 4%	7%	-22%
44) COc1ccccc1-c1cc(C(=O)NCc2ccco2)no1
→ -9%	8%	-25%
45) CCc1cccc(NC(=O)C(Cc2ccccc2)NS(=O)(=O)c2cccs2)c1 (stereo unspecified)
→ -12%	9%	18µM*
46) Cc1ccc(S(=O)(=O)N2CC=C(c3ccc(F)cc3)CC2)cc1
→ -7%	3%	?
47) CCCCCN(C(=O)CCC(=O)OCC(=O)NCc1cccc(OC)c1)c1c(N)n(CCCC)c(=O)[nH]c1=O
→ 4%	4%	-10%
48) S=C(NCCc1ccccc1)N/N=C/c1c(Cl)cccc1Cl
→ -15%	1%	16µM*
49) O=C(NC1CCS(=O)(=O)C1)c1ccc(Br)o1 (stereo unspecified)
→ 2%	2%[0.0935 µM]	-9%
50) CC(C(=O)O)n1c2ccccc2c2cn[nH]c(=O)c21 (stereo unspecified)
→ ?	.	?

20 entries from above, as tab-separated lines:
cpd	Compound	KAT2A inh	TDP1 block	TDP1 cell noCPT
28	Cc1cccc(NC(=O)c2ccc(OC3CSC3)cc2)c1	-5%	-1%	?
29	Cn1c(C(=O)NCCN2CCc3ccccc3C2)cc2c(=O)[nH]c3ccccc3c21	-9%	4%	16µM*
30	Nc1nc(SCC(=O)Nc2ccccc2Sc2ccc(Cl)cc2)n[nH]1	-9%	2%	-23%
31	CC1(C)Cc2cccc(Oc3ccc(S(=O)(=O)N4CCCC4)cn3)c2O1	6%	0%	-30%
32	COc1ccc(-c2c(NCCc3ccccc3)c(=O)c2=O)cc1	-1%	.	-20%
33	Nc1c(C(=O)Nc2ccc3c(c2)OCCO3)nnn1Cc1ccc(Cl)cc1	-13%	3%	-22%
34	Cc1ccc(/C=C/c2nc3ccccc3c(=O)[nH]2)cc1	-7%	10%	?
35	Cc1cc(C)n(-c2ccc(C(=O)Nc3cccc([N+](=O)[O-])c3)cc2)n1	-1%	1%	?
36	COC(=O)C1=C(CS(=O)(=O)c2ccccc2)NC(=O)NC1c1ccccc1 (stereo unspecified)	0%	1%	7%
37	COc1ccccc1CNC(=O)CSC(=S)N1CCCC1	-4%	.	-16%
38	Cc1cc2ccccc2c(=O)n1CC(=O)NCc1ccco1	-8%	6%	6%
39	COc1cc(Cl)c(C)cc1NC(=O)CCN1C(=O)NC(C)(C)C1=O	-2%	2%	-7%
40	c1ccc2nc3c(nc2c1)sc1nc2ccccc2n13	-20%	1%	.
41	CC(C)(C)c1ccc(C(=O)NCCCN2CCN(CCCNC(=O)c3ccc(C(C)(C)C)cc3)CC2)cc1	2%	-1%	9.2µM*
42	COc1ccc(C(=O)N/N=c2\oc3ccccc3cc2C(=O)NCc2ccccc2)cc1	23%	4%	15µM*
43	CCOC(=O)c1c[nH]n2c(=O)cc(C)nc12	4%	7%	-22%
44	COc1ccccc1-c1cc(C(=O)NCc2ccco2)no1	-9%	8%	-25%
45	CCc1cccc(NC(=O)C(Cc2ccccc2)NS(=O)(=O)c2cccs2)c1 (stereo unspecified)	-12%	9%	18µM*
46	Cc1ccc(S(=O)(=O)N2CC=C(c3ccc(F)cc3)CC2)cc1	-7%	3%	?
47	CCCCCN(C(=O)CCC(=O)OCC(=O)NCc1cccc(OC)c1)c1c(N)n(CCCC)c(=O)[nH]c1=O	4%	4%	-10%

(list continues)
The line under a structure holds: KAT2A inh	TDP1 block	TDP1 cell noCPT
51) CCCCc1nnc(NC(=O)CN2C(=O)C3CCCCC3C2=O)s1 (stereo unspecified)
→ 0%	.	3%
52) COc1ccc(N2C(=O)c3ccc(C(=O)OC(C)C)cc3C2=O)cc1
→ 1%	3%	5.8µM*
53) COc1ccc(OC)c(CC(NC(C)=O)C(=O)NC2CCN(c3nc(C)cc(C)c3C#N)CC2)c1 (stereo unspecified)
→ 0%	12%	.
54) Cc1ccc(F)cc1NC(=O)c1cccc2nccnc12
→ -2%	1%	0%
55) O=C(COC(=O)c1cc([N+](=O)[O-])ccc1N1CCOCC1)c1ccccc1Cl
→ -13%	5%	-13%
56) Cc1nn(-c2cccc(Cl)c2)c(Cl)c1/C=N/NC(=O)c1cccs1
→ -7%	-3%	13µM*
57) Cc1ccc(Cc2nc3ccccc3nc2SCC(=O)NCc2ccccc2Cl)cc1
→ 0%	11%	?
58) CC(=O)c1ccc(Cc2ccc(C(C)=O)cc2)cc1
→ -4%	3%	?
59) CC(=O)Nc1ccc(NC(=O)c2cc(CN3CCCC3)on2)cc1
→ 1%	3%	-18%
60) Cc1nn(C)cc1CN(C)Cc1ccc(OCC(O)CN2CCCCC2)cc1 (stereo unspecified)
→ 4%	-2%	13%

Record cards, from the list above. Order of values: KAT2A inh, TDP1 block, TDP1 cell noCPT
Results for CCCCc1nnc(NC(=O)CN2C(=O)C3CCCCC3C2=O)s1 (stereo unspecified) → 0%, ., 3%
Results for Cc1nn(C)cc1CN(C)Cc1ccc(OCC(O)CN2CCCCC2)cc1 (stereo unspecified) → 4%, -2%, 13%
Results for CC(=O)c1ccc(Cc2ccc(C(C)=O)cc2)cc1 → -4%, 3%, ?

Remaining list, next part
The line under a structure holds: KAT2A inh	TDP1 block	TDP1 cell noCPT
61) O=C(NCCCn1ccnc1)c1ccc(S(=O)(=O)N2CCCCCC2)cc1
→ ?	3%	?
62) O=C(Nc1nccs1)c1ccc(-c2ccc(F)c(Cl)c2)o1
→ -4%	0%	?
63) COc1cc(C(C)=O)ccc1Oc1ncnc2c1cnn2-c1ccccc1
→ 1%	3%	?
64) COC(=O)C1=C(C)N(CCc2cc(OC)c(OC)c(OC)c2)C(=O)N[C@H]1c1ccc(Br)cc1
→ -4%	4%&0%	.
65) Cc1cc(=O)oc2cc(OCc3ccc(C(=O)OCC(=O)Nc4ccccc4OC(F)F)cc3)ccc12
→ 2%	3%	?
66) CCCCC(=O)OCc1nc(N)nc(Nc2ccccc2C)n1
→ 0%	3%	2%
67) CC1=CC2=NCC(O)CN2C=C1 (stereo unspecified)
→ 1%	4%	-1%
68) C/C(=N\Nc1c(F)c(F)c(Br)c(F)c1F)c1ccncc1
→ -2%	4%	-8%
69) CCOc1ccc(NC(=O)c2ccc(-c3csc(C)n3)cc2)cc1
→ -4%	5%	1%
70) CCOc1ccc2nc(NC(=O)c3ccccc3)sc2c1
→ -8%	3%[2.28 µM]	23µM*
71) CCOc1ccc(NC(=O)N2CC3CCCN3c3ccccc32)cc1 (stereo unspecified)
→ 1%	13%	?
72) COC(=O)CNC(=O)C1Cc2ccccc2CN1S(=O)(=O)c1ccc(F)cc1 (stereo unspecified)
→ 3%	.	5%
73) COc1ccc(-n2c(C)cc(/C=C3/SC(=S)N(C)C3=O)c2C)cc1
→ -1%	3%	18µM*
74) Cc1cccc2sc(NNC(=O)c3ccc(S(=O)(=O)N4CC(C)CC(C)C4)cc3)nc12 (stereo unspecified)
→ -18%	12%	7.3µM*
75) CC1CCCC(NC(=O)CSC2CCCCC2)C1C (stereo unspecified)
→ -11%	0%	?
76) CCCn1c(=O)c2ccccc2n2c(SCc3c(C(=O)OCC)oc4ccccc34)nnc12
→ 12%	-2%	?
77) Cc1cc(N2CCOCC2)ccc1/C=C1\NC(=O)N(Cc2ccccc2F)C1=O
→ -8%	2%	?
78) O=S(=O)(Nc1ccccn1)c1cnc(Cl)c(Br)c1
→ -24%	5%	-18%
79) CC(=O)c1c(C)[nH]c(C(=O)NCCN2CCC(C)CC2)c1C
→ -7%	4%	-3%
80) CCc1nnc(NC(=O)C(C)C)s1
→ -1%	4%	-1%
